# Screens: PubChem, several laboratories
# NPY Y2 blocker – NPY-Y2 (human) receptor antagonism; P49146; NPY-Y2 expressing cells, antagonist mode; AID 793; 140,000 tested, 0.99% active; inhibition, % at 2.7 µM; in the data active = inhibition above about 17%;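 note: 0% = vehicle with agonist challenge and 100% = reference antagonist with challenge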
# Target sequence (P49146 whole entry, looked up): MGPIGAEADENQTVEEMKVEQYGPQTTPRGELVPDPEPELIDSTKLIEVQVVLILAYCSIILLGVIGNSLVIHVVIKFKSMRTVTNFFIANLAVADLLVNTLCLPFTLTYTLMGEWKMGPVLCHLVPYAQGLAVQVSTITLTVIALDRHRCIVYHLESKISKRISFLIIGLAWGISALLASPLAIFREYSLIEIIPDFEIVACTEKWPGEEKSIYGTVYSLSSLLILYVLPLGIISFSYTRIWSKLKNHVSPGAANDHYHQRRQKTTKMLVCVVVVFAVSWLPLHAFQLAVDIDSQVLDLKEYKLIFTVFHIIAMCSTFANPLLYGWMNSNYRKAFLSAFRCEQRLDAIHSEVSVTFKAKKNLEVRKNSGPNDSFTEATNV
# E-sel TNF inh – blocks E-selectin expression induced by TNF alpha; HUVEC TNFa-induced E-selectin immunofluorescence, high content; inhibition, % at 2 µM; 120,000 tested, 0.71% active; AID 1246;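 active = inhibition above the batch mean plus 3 SD, and confirmed as a hit on visual image review, cut at about 43% in these data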;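 note: 0% = TNF-stimulated DMSO wells and 100% = unstimulated control wells; not every result past the cut was called active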
# BB579 growth dn – yeast BB579 growth reduction in restrictive medium. S. cerevisiae BB579 growth, OD615, 48 h. inhibition, % at 10 µM. 140,000 tested, 0.51% active. AID 804;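 active = inhibition above a set limit, 3 SD over the mean compound inhibition, cut at about 44% in these data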; note: inactives centre near -24
#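 System: Saccharomyces cerevisiae DeaD strain BB579, replicative lifespan model yeast. Buffer or medium: restrictive glucose-based CSMM-D medium. Doses: one dose, 10 µM compound with 0.25% DMSO. Timing: 4 h preincubation and 48 h exposure at 30 °C. Detection: turbidity as optical density at 615 nm. Benchmarks: amphotericin B 10 µg/mL, positive.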
# Measles CPE – protection of cells from measles virus; Measles virus-infected cells, CPE protection, absorbance; AID 841; 140,000 tested, 1.5% active; protection (pct of control), % at 4 µM; in the data active = protection mostly above about 24%, no sharp cut-off; inactive = mostly below about 26%; note: some compounds called inactive have numbers as strong as hits
# Yeast lifespan up – yeast lifespan extension; inhibition of the nicotinamide effect, % at 10 µM; S. cerevisiae growth with nicotinamide, OD615; deaD strain in restrictive glucose medium; 130,000 tested, 0.68% active;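 active = inhibition above a set limit, placed 3 SD over the median of all compounds, cut at about 26% in these data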;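 note: 0% = nicotinamide-treated wells and 100% = cells grown without nicotinamide; some compounds called inactive have numbers as strong as hits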
#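 assay system = DeaD-strain S. cerevisiae | measured by = absorbance at 615 nm | probe or stimulus = nicotinamide 1.5 mM | buffer or medium = CSMM-D glucose medium, restrictive | times = 48 h at 30 °C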
# HCT116 PTEN-null – growth suppressors of cells with PTEN tumor suppressor deletion. HCT116 PTEN-null viability, CellTiter-Glo, 60 h; active compounds read low. viability, % at 10 µM. 140,000 tested, 1.2% active. AID 827;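 active = viability at or below a set limit, 4 SD under the median of all tested compounds, cut at about 3.7% in these data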;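 note: PTEN knockout HCT116 line with beta catenin targeted HCT116 as companion control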
# MRP-1 activ – activates MRP-1. H69AR cells + doxorubicin, viability rescue, CellTiter-Glo. viability increase, % at 10 µM. 140,000 tested, 0.61% active. AID 799;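 active = viability gain under doxorubicin at or above a set limit, the compound median plus 3 SD, cut at about 4.7% in these data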;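 note: MRP-1 overexpressing cells given doxorubicin 25 µM after compound pretreatment; 18-22 h compound pretreatment then 72 h with doxorubicin before readout; 0% = doxorubicin-only wells and 100% = vehicle-treated cells without doxorubicin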
# GALR2 antag – GALR2 (human) receptor antagonism | O43603 | GALR2-expressing cells, antagonist mode | inhibition, % at 4 µM | 140,000 tested, 0.39% active; in the data active = inhibition above about 27%;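 note: cells stimulated with galanin 1-16 at roughly its EC80; 0% = agonist challenge control and 100% = basal control without agonist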
# Target sequence (O43603 whole entry, looked up): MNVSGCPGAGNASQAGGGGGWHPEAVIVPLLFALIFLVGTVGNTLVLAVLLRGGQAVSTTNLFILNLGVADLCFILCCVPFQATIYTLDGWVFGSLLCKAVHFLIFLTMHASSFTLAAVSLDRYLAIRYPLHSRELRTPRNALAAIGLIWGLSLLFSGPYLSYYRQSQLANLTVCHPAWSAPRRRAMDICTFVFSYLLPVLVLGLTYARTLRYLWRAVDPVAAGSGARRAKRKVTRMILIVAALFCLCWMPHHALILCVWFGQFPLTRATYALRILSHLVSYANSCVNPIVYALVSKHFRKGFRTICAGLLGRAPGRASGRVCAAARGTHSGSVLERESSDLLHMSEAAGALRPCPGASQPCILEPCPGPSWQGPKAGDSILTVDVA
# Phagocytosis inh – blocks phagocytosis by macrophages; J774A.1 macrophage IgG-bead phagocytosis, imaging; inhibition, % at 5 µM; 110,000 tested, 0.07% active;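 active = inhibition above the mean of the plate negative controls plus 5 SD, cut at about 13% in these data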;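 note: phagocytic index as fraction of beads internalized from green versus red external bead signal; plate controls were DMSO negative control for no effect and cytochalasin-D positive control for full effect; some results beyond the cut were filed as inactive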
# bCat KO growth – beta-catenin-lacking colon tumor cell growth suppression; HCT116 beta-catenin knockout viability, CellTiter-Glo, 60 h; active compounds read low; viability, % at 10 µM; 140,000 tested, 1.5% active; AID 818;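 active = viability at or under a set limit, the compound median less 4 SD, cut at about 6% in these data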;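 note: 0% = Hyamine 1622 control at 20 µM and 100% = untreated cell control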
# Numbers without * were called inactive; . = no result given.
# Sequence of screens: BB579 growth dn, MRP-1 activ, E-sel TNF inh, Yeast lifespan up, Measles CPE, NPY Y2 blocker, GALR2 antag, Phagocytosis inh, HCT116 PTEN-null, bCat KO growth
CCN(CC)S(=O)(=O)c1ccc(OC)c(NC(=O)C(Cc2ccccc2)N2C(=O)c3ccccc3C2=O)c1 (configuration not stated)
  -49, 0.1, -55, -2, 11, 2, 19, -5, 89, 94
COc1cccc(C(=O)Nc2nnc(-c3cccs3)o2)c1
  -2, -3.2, ., -9, 22, 8, 13, 1, 45, 44
O=C(COC(=O)c1cnccn1)Nc1ccc(Cl)cc1
  -12, -2.7, -37, -7, 5, 1, 4, ., 91, 95
Cc1ccc(C2C3=C(CC(C)(C)CC3=O)N(CCN3CCOCC3)C3=C2C(=O)CC(C)(C)C3)cc1
  -13, -0.3, ., -1, 5, 6, 5, -2, 90, 90
COc1ccc(N2C(=O)CC(SC(C)C)C2=O)cc1 (configuration not stated)
  -42, -0.7, ., 2, 6, -1, 7, -6, 97, 105
Cc1ccc(CSCC(Nc2ccc(C(=O)O)cc2[N+](=O)[O-])C(=O)O)cc1 (configuration not stated)
  5, 0.8, 3, -10, 37, 3, -6, ., 105, 100
O=C1C(O)CC2c3ccccc3CC3(CCCC3)N12 (configuration not stated)
  -19, -0.6, ., -10, 14, 2, -1, 0, 91, 99
COc1ccc(OC)c(NC(=O)c2ccc(-n3cccn3)nc2)c1
  -55, 1.7, 27, -16, 32, 3, 8, ., 99, 102
CCNC(=O)COc1ccc(CC)cc1
  27, 0.5, ., 1, 8, 1, 2, -8, 102, 98
CCOC(=O)CSc1nnc(-c2cccnc2)n1Cc1ccccc1
  -4, -2.0, -31, 4, 8, 2, 15, 0, 91, 100
CCOC(=O)N1CCC(NC(=O)c2cccc3c2C(=O)N(c2ccc(OC)cc2)C3)CC1
  -33, -4.1, -19, 15, 11, 0, -8, 0, 75, 87
COC(=O)Cn1c(=O)c2c(nc(Br)n2CC(=O)OC)n(C)c1=O
  -21, -0.5, -10, 0, 6, 2, 4, 0, 87, 89
CNC(=S)N1N=C(c2ccc(C)cc2)CC1c1ccc(Cl)cc1 (configuration not stated)
  -27, 1.2, -5, -18, 6, 10, -15, -1, 50, 42
N#C/C(=C\c1ccc(N2CCCCC2)o1)C(=O)Nc1cccc(Br)c1
  -22, -0.8, 3, 2, 16, 0, 6, ., 87, 94
O=C(/C=C/c1ccc2c(c1)OCO2)NCCSCc1cccc(Cl)c1
  -19, -3.0, -9, -12, 3, 18*, -1, ., 86, 79
COC(=O)c1ccc(Cl)c(NC(=O)CN2CCC(C)CC2)c1
  -49, 0.8, 10, 0, 9, 1, -6, 0, 74, 72
COc1ccc(/C=N/NC(=O)CNC(=O)c2ccc(S(=O)(=O)N3CCOCC3)cc2)c(OC)c1
  -18, -1.0, ., -3, 23, 0, -1, -11, 106, 97
Cc1ccc(Oc2ccc(N)cc2)cc1
  -15, -3.6, -9, -4, 9, 3, 10, -1, 90, 82
COc1ccc(S(=O)(=O)NC(CC(=O)NCCc2ccccc2)c2ccco2)cc1 (configuration not stated)
  -74, -1.0, 0, -9, 4, -1, -2, ., 114, 102
O=C(Nc1ccccc1)OCN1C(=O)c2ccccc2C1=O
  -32, -0.4, -70, -11, 6, 3, 4, ., 102, 97
CCn1nc(C)c(/C=C/C(=O)Nc2ccc(C)cc2C)c1C
  -4, -1.4, -17, -2, 17, 0, 10, -3, 85, 82
C/C(CC(=O)NC1CCCC1)=N\NC(=O)Cc1csc(N)n1
  -5, 0.8, ., -1, 2, 0, -2, -3, 101, 97
COc1cc(-c2nc(-c3cccc(C)c3)no2)cc(OC)c1OC
  0, 0.7, ., ., 3, 3, -9, ., 83, 88
CCN(Cc1ccccc1)C(c1ccccn1)c1nnnn1C(C)(C)CC (configuration not stated)
  -45, -3.6, -9, 21, 18, 26*, 6, -1, 48, 46
COc1ccc(C(CNC(=O)C2CC(=O)N(Cc3ccc(C)cc3)C2)N(C)C)cc1 (configuration not stated)
  -1, -2.1, ., -3, 11, 0, -2, 0, 89, 89
COc1ccc2c(c1)C(=O)[C@@H](O)[C@H](c1ccc(OC)c(Br)c1)O2
  -34, -0.6, -15, 0, 0, 4, 0, ., 11, 11
CCOC(=O)c1cnn(-c2cc(C)c3ccccc3n2)c1N
  -4, -3.2, ., 1, 22, -1, 19, -1, 83, 88
c1ccn2cc(CSC3=NCCS3)nc2c1
  -36, -1.2, -44, 2, 5, 0, 5, 1, 97, 90
Cc1sc2ncnc(NCC3CCCO3)c2c1C (configuration not stated)
  -25, -0.4, 0, -12, 14, 0, 15, ., 84, 90
CC12CC(c3ccccc3O1)N(C(=O)c1ccco1)C(=O)N2c1ccccc1 (configuration not stated)
  -24, 0.6, ., -10, 3, 1, 6, -5, 54, 58

# Among those listed so far, seven have a halogen:
# Sequence of screens: BB579 growth dn, MRP-1 activ, E-sel TNF inh, Yeast lifespan up, Measles CPE, NPY Y2 blocker, GALR2 antag, Phagocytosis inh, HCT116 PTEN-null, bCat KO growth
O=C(COC(=O)c1cnccn1)Nc1ccc(Cl)cc1
  -12, -2.7, -37, -7, 5, 1, 4, ., 91, 95
COC(=O)Cn1c(=O)c2c(nc(Br)n2CC(=O)OC)n(C)c1=O
  -21, -0.5, -10, 0, 6, 2, 4, 0, 87, 89
CNC(=S)N1N=C(c2ccc(C)cc2)CC1c1ccc(Cl)cc1 (configuration not stated)
  -27, 1.2, -5, -18, 6, 10, -15, -1, 50, 42
N#C/C(=C\c1ccc(N2CCCCC2)o1)C(=O)Nc1cccc(Br)c1
  -22, -0.8, 3, 2, 16, 0, 6, ., 87, 94
O=C(/C=C/c1ccc2c(c1)OCO2)NCCSCc1cccc(Cl)c1
  -19, -3.0, -9, -12, 3, 18*, -1, ., 86, 79
COC(=O)c1ccc(Cl)c(NC(=O)CN2CCC(C)CC2)c1
  -49, 0.8, 10, 0, 9, 1, -6, 0, 74, 72
COc1ccc2c(c1)C(=O)[C@@H](O)[C@H](c1ccc(OC)c(Br)c1)O2
  -34, -0.6, -15, 0, 0, 4, 0, ., 11, 11

# NPY Y2 blocker, what is marked active above
SMILES,BB579 growth dn,E-sel TNF inh,Yeast lifespan up,Measles CPE,NPY Y2 blocker,GALR2 antag,Phagocytosis inh
O=C(/C=C/c1ccc2c(c1)OCO2)NCCSCc1cccc(Cl)c1,-19,-9,-12,3,18*,-1,.
CCN(Cc1ccccc1)C(c1ccccn1)c1nnnn1C(C)(C)CC (configuration not stated),-45,-9,21,18,26*,6,-1

# Going on with the list.
# Sequence of screens: BB579 growth dn, MRP-1 activ, E-sel TNF inh, Yeast lifespan up, Measles CPE, NPY Y2 blocker, GALR2 antag, Phagocytosis inh, HCT116 PTEN-null, bCat KO growth
CCC(=O)N1CCc2cc(S(=O)(=O)CCC(=O)Nc3cccc(F)c3)ccc21
  -43, -1.8, ., -6, 25, -3, -1, -2, 103, 94
COC(=O)CCS(=O)(=O)c1nc(-c2ccccc2)cc(C(F)(F)F)n1
  -8, -1.5, 30, 77*, -1, 3, 8, 0, 84, 88
CNC(=S)N/N=C/c1cn(CCOc2ccccc2OC)c2ccccc12
  -1, -2.7, 5, -8, 2, 2, -1, -9, 100, 108
O=S1(=O)CCN=C2SC3=C(CCCC3)N21
  -20, 0.0, 30, -21, 4, 1, 14, ., 107, 112
CC1(C)C(=O)Nc2ccccc2N1C(=O)COc1ncnc2ccccc12
  -1, -0.7, 8, -2, 3, 5, 8, 0, 100, 98
O=C(Cn1ncn2c(cc3ccccc32)c1=O)NCCC1=CCCCC1
  -22, -3.0, ., -15, 18, 6, -7, 0, 82, 93
COC(C(=O)Nc1ccc(S(=O)(=O)Nc2cccc3ccccc23)cc1)c1ccccc1 (configuration not stated)
  -26, -0.5, ., 3, 8, 5, 4, 0, 96, 94
O=C(Nc1ccc(N2CCOCC2)c(Cl)c1)c1ccccc1F
  16, 1.7, 0, -12, 18, 2, -16, -1, 95, 88
COc1cccc(NC(=O)C(Sc2nnc3ccccn23)c2ccccc2)c1 (configuration not stated)
  -33, -1.8, ., 4, 21, 1, 15, ., 106, 94
COCc1nnc(NC(=O)c2ccc(NC(C)=O)cc2)s1
  -33, -1.1, -3, ., 9, 3, 4, ., 102, 100
CCOC(=O)C1CCCN(c2nc3ccccc3nc2C(C#N)C(=O)OCCOC)C1 (configuration not stated)
  -43, -4.6, ., 3, 15, 7, 12, -5, 65, 67
CCc1[nH]nc2c1C(c1ccncc1)C(C#N)=C(N)O2 (configuration not stated)
  -7, -1.2, -14, -16, 16, 2, -9, -1, 95, 91
Cc1cc(NC(=O)CSc2nnc(Cc3cccn3C)n2CCc2ccccc2)no1
  -38, -2.8, 8, 1, 17, 0, 0, 0, 90, 93
Cc1cccc(NC(=S)N/N=C/c2ccc3c(c2)OCO3)c1
  -4, -0.9, 23, -1, 18, 10, -10, 2, 86, 90
Cn1c(SCC(=O)NCCc2ccccc2)nnc1-c1ccncc1
  -65, -0.2, -27, 4, 2, 2, -8, 0, 87, 94
CCn1c(N2CCN(C(=S)NCCc3ccccc3)CC2)nc2ccccc21
  -38, 1.8, -57, -25, 12, 2, -1, 1, 85, 86
O=C(c1ccccc1)c1ccc(OCCn2cnc3ccccc3c2=O)cc1
  -2, 0.7, 6, -16, 10, 16, -8, ., 91, 84
O=C(/C=C/c1ccccc1)Nn1c(-c2cccs2)nc2ccccc2c1=O
  -19, -1.1, -16, -1, 4, 6, 2, -6, 91, 91
O=C(O)c1cccc2cccnc12
  -34, -1.4, 11, -2, 3, 5, 7, 1, 102, 94
COc1cc(/C=N/NC(=O)/C(=C/c2ccccc2)CCO)ccc1O
  -12, -1.6, -9, 0, 16, 1, 2, -10, 95, 92
COC(=O)C1=C(C)NC(=O)C1(NS(=O)(=O)c1ccc(NC(C)=O)cc1)C(F)(F)F (configuration not stated)
  -26, 0.6, 31, -12, 0, -3, 0, 1, 96, 105
CC(C)(NO)/C(=N\O)c1ccc(Cl)cc1
  -24, -0.1, 0, -2, 2, 0, 3, 0, 111, 103
CC(C)(C)c1ccc(-c2conc2N)cc1
  -20, -5.5, -7, 0, 4, 4, 6, ., 33, 46
Cc1ccc(-c2nc3cnccn3c2Nc2ccc3c(c2)OCO3)cc1
  14, -3.5, ., -16, 25, 9, 4, 3, 58, 63
COc1ccc(/C=C/C(=O)Nc2cc(=O)n(C)c(=O)n2C)cc1
  9, -2.0, ., -7, 5, 0, -11, ., 78, 80
C=CCn1c(SCC(N)=O)nnc1-c1ccccc1O
  -19, -0.4, ., -20, 24, 4, -14, 0, 103, 100
COC(=O)Nc1nc2ccc(Sc3ccccc3)cc2[nH]1
  -25, -3.2, ., 3, 24, 3, -3, ., 13, 10
COCCN1C(=O)/C(=C/c2ccc(Oc3ccc([N+](=O)[O-])cn3)c(OC)c2)SC1=Nc1ccccc1
  -43, -2.4, -38, ., 8, 2, -2, ., 82, 72
Cc1ccc(/C=C2/NC(=O)N(Cc3ccc(Br)cc3)C2=O)o1
  -36, -1.9, ., 0, 8, 2, 22, -6, 98, 93
O=C(CN1CCCC1)NCC1(c2ccccc2)CCOCC1
  9, -1.4, 39, -17, 8, 2, -8, ., 85, 104
